BoNT-A LC inh2: BoNT A light chain protease inhibition; multiplex microsphere protease substrate cleavage, flow cytometry; inhibition, % at 10 µM; AID 588499; hit rate 0.17% among 360,000; further: plate controls were buffer without enzyme for full effect and enzyme alone for no effect
BoNT-F LC inh: inhibitors of Botulinum neurotoxin F light chain protease. Multiplex microsphere protease cleavage assay, flow cytometry. inhibition, % at 10 µM. hit rate 0.22% among 360,000; in the data active means inhibition above about 35%, passing the limit was not always enough; inconclusive means no clear call, values can overlap the other calls; further: plate controls were buffer without enzyme for full effect and enzyme alone for no effect
Anthrax LF inh2: blocks Bacillus anthracis lethal factor protease; multiplex microsphere protease cleavage assay, LF; inhibition, % at 10 µM; hit rate 0.12% among 360,000; AID 588501; further: plate controls were buffer without enzyme for full effect and enzyme alone for no effect
Target sequence (P15917 whole entry, looked up): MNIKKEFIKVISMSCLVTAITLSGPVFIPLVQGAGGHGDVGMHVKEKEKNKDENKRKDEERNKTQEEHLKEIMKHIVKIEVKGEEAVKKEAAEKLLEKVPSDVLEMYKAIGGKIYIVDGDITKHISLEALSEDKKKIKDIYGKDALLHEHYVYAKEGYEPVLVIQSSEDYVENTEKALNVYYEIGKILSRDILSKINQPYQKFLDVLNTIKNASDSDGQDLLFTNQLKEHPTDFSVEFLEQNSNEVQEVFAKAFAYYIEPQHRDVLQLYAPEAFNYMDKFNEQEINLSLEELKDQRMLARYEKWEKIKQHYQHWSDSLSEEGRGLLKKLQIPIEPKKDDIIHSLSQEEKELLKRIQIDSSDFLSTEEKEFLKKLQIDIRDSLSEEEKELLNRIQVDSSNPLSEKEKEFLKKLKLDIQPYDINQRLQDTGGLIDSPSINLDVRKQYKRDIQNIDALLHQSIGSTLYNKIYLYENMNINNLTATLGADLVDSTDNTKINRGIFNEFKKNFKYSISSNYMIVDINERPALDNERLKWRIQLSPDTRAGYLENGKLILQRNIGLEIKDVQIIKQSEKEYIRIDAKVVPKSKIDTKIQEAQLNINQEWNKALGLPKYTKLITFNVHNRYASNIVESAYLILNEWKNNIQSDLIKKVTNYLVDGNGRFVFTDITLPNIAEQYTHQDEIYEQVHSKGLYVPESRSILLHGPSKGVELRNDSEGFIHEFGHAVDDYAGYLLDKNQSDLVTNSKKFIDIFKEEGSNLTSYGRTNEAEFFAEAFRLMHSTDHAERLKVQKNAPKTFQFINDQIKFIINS
BioA inh: blocks M. tuberculosis BioA enzyme activity. purified M. tuberculosis BioA enzyme, plate reader. inhibition, % at 9.99 µM. hit rate 0.096% among 360,000. AID 602481; in the data active means inhibition above about 40%; inconclusive means no clear call, values can overlap the other calls
Mtb UGM inh: Mtb UDP-galactopyranose mutase inhibition | P9WIQ1 | purified UGM, fluorescence polarization probe displacement | inhibition, % at 10 µM | hit rate 0.06% among 320,000; in the data active means inhibition above about 10%, passing the limit was not always enough; inconclusive means no clear call, values can overlap the other calls
FBA Mtb inh: Mtb fructose-bisphosphate aldolase inhibition. AID 588726. P9WQA3. purified M. tuberculosis FBA, fluorescence read-out. hit rate 2.3% among 360,000. inhibition, % at 1 µM; in the data active means inhibition above about 27%;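 further: 0% = vehicle and 100% = reference inhibitor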
Target sequence (P9WQA3 whole entry, looked up): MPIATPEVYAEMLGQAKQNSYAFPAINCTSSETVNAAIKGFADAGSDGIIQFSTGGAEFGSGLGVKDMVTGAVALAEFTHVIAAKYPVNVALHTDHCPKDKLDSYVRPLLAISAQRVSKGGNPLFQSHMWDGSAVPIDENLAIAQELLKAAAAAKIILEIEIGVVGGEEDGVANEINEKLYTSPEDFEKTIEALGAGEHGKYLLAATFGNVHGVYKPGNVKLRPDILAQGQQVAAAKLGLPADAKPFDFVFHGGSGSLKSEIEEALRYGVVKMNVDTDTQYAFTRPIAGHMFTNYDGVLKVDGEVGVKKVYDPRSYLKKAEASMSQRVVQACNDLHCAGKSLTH
GDH-TPI inh: counter-screen for M. tuberculosis FBA inhibitors: GDH-TPI coupled enzymes; GDH-TPI coupled enzyme counterscreen, NADH absorbance; inhibition, % at 4.8 µM; hit rate 1.2% among 360,000; AID 588335; in the data active means inhibition above about 30%;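 further: 0% = DMSO wells and 100% = wells lacking the enzyme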
FadD28 FP inh: M. tuberculosis FadD28 bisubstrate binding inhibition. inhibition, % at 12.5 µM. AID 588549. FadD28 bisubstrate probe binding, fluorescence polarization. hit rate 0.22% among 360,000; in the data active means inhibition above about 8.5%, passing the limit was not always enough; inconclusive means no clear call, values can overlap the other calls
PfHsp40 yeast: rescue of PfHsp40-mediated yeast toxicity | S. cerevisiae expressing PfHsp40, growth rescue, ATP luminescence | growth rescue, % at 12.5 µM | hit rate 0.68% among 340,000; in the data active means growth rescue above about 28%, passing the limit was not always enough; inconclusive means no clear call, values can overlap the other calls;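 further: yeast W303a lacking pdr1 and pdr3 grown in galactose medium; growth measured after three days at 30 °C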
Starred values were filed as active, the others as inactive; ? = inconclusive; . = no result given; + = active, no number. Unless noted, no stated cut-off is given here; in the data, active means inhibition above about 30%; inconclusive means no clear call, values can overlap the other calls; inactive means below that.

(1) NS(=O)(=O)c1cccc(NC(=O)COC(=O)CNC(=O)c2ccc(-c3ccccc3)cc2)c1
(2) O=C(COC(=O)/C=C/c1ccc(OC(F)F)cc1)NCCN1C(=O)CSC1=O
(3) Nn1c(COc2ccccc2F)nnc1SCC(=O)NC1CC1
(4) Cc1cc(=O)n2ccccc2c1C#N
(5) COc1ccc(CCC(=O)NCCc2ccc(OC)c(OC)c2)cc1
(6) O=C(O)c1cccc(Cn2cc(Cl)cn2)c1
(7) O=C(NCCCN1CCOCC1)c1ccccc1N1C(=O)[C@@H]2Cc3c([nH]c4ccccc34)C(c3cccc(Cl)c3)N2C1=O (some centres not stated)
(8) CCN(CC)C(=O)Cn1cc(SCC(=O)NC2CCCC2)c2ccccc21
compound no.	1	2	3	4	5	6	7	8
Mtb UGM inh	-0.6	1.9	.	0.0	3.3	2.3	-0.4	0.0
BoNT-A LC inh2	2.8	-0.6	1.6	?	-3.7	0.8	0.3	0.1
FadD28 FP inh	-5.6	-5.8	0.1	-0.7	-2.4	1.7	0.0	0.5
BoNT-F LC inh	1	0	1	4	-22	4	-8	-1
Anthrax LF inh2	1	1	0	1	5	-4	2	1
GDH-TPI inh	-4	4	4	25	-6	8	2	16
FBA Mtb inh	-1	-2	5	+	0	-1	5	-1
BioA inh	0.5	.	0.0	2.2	-0.4	-0.1	0.1	.
PfHsp40 yeast	2.0	0.7	3.1	-0.8	-0.4	-1.0	-1.8	0.6

(9) Cc1ccc(S(=O)(=O)Cc2ccc(C(=O)NCc3ccc4c(c3)OCO4)o2)cc1
(10) Clc1ccc(CN2C3=NCCCN3c3ccccc32)c(Cl)c1
(11) COc1ccc(C2C(C(=O)N3CCC(C(N)=O)CC3)CC(=O)N2c2ccc(OC)cc2)cc1 (configuration not stated)
(12) CCOc1cccc(SCc2noc(C(=O)NCC3CCCO3)c2C(=O)O)c1 (configuration not stated)
(13) CC(=O)Nc1ccc(NC(=O)[C@@H]2CCCN2S(=O)(=O)c2ccc3c(c2)OCCO3)cc1
(14) CCCCCCCCN1[C@@H](CC(=O)OCC)c2cc(C(F)(F)F)ccc2S1(=O)=O
(15) CCN(C(=O)c1cc2c(=O)n3ccccc3nc2n1C)C1CCCCC1
(16) COC(=O)c1cc(Br)ccc1NC(=O)CCNC(=O)c1ccco1
compound no.	9	10	11	12	13	14	15	16
Mtb UGM inh	-0.3	-3.9	1.3	2.1	-2.4	-1.2	1.1	0.7
BoNT-A LC inh2	?	-2.3	-0.5	-0.4	-0.3	-0.9	0.9	-1.1
FadD28 FP inh	-4.0	-0.8	0.4	-2.6	-2.0	-1.7	-1.6	-4.1
BoNT-F LC inh	2	?	-9	2	-5	-9	1	-2
Anthrax LF inh2	-2	7	0	0	-2	-1	-2	-5
GDH-TPI inh	-1	-4	13	14	-15	5	1	1
FBA Mtb inh	1	1	1	3	6	-3	+	1
BioA inh	2.7	4.8	.	0.1	-0.6	2.1	0.9	0.3
PfHsp40 yeast	0.9	-1.5	-1.2	-0.8	-0.9	24	-0.7	-1.1

(17) Cc1cccc(NC(=O)c2cnn(-c3ccccc3)c2C)c1C
(18) CC1(C)CC(=O)C(C=Nc2ccc3cn[nH]c3c2)=C(O)C1
(19) CN(CC(=O)Nc1cccc(F)c1)C(=O)C1CC(=O)N(CCc2ccccc2)C1 (configuration not stated)
(20) Cc1cc(C)c(C#N)c(SCCS(=O)(=O)Cc2ccc(Cl)cc2)n1
(21) CCCCNC(=O)C(C)N(CCN(C)C)C(=O)CCCCCN1C(=O)NC(c2ccc(Cl)cc2)C(C(=O)OCc2ccccc2)=C1C (configuration not stated)
(22) CCCCNC(=O)CCNS(=O)(=O)c1ccc(Br)cc1
(23) C/C(=N\NC(=O)CSCc1cccc(Br)c1)c1ccc([N+](=O)[O-])cc1
(24) COc1ccc(OC)c(NC(=O)c2cc(S(=O)(=O)N3CCCC3)cn2C)c1
compound no.	17	18	19	20	21	22	23	24
Mtb UGM inh	0.6	-2.4	1.9	4.1	.	1.2	-0.9	1.8
BoNT-A LC inh2	0.7	-1.0	-2.1	-0.4	-0.2	0.1	-1.6	-0.6
FadD28 FP inh	0.4	0.7	-4.0	-0.5	-3.9	-1.8	-0.3	-1.7
BoNT-F LC inh	?	-15	4	-7	-5	-10	-2	-14
Anthrax LF inh2	8	-6	0	-1	-1	-3	-2	1
GDH-TPI inh	3	39*	4	-4	-1	4	6	1
FBA Mtb inh	1	4	0	1	-1	2	0	4
BioA inh	-0.8	1.7	8.3	.	1.3	-0.1	.	0.4
PfHsp40 yeast	-0.6	0.0	0.2	-1.0	8.8	-0.4	-0.1	-1.2

(25) CCC(C)c1ccccc1NC(=O)COC(=O)c1ccc2[nH]c3c(c2c1)CCCC3 (configuration not stated)
(26) COc1ccc(CN2C(=O)C(CC(=O)NCC3CCCCC3)CC(C(=O)N(C)C)=C2C)cc1 (configuration not stated)
(27) CCCN1CCN(S(=O)(=O)c2ccc(-c3cc(C)no3)s2)CC1
(28) COc1ccc(CCN=C2SCC(=O)N2C)cc1OC
(29) COc1ccccc1CNC(=O)[C@H](C)NC(=O)C1CCN(C(=O)[C@H](CCSC)NC(=O)OC(C)(C)C)CC1
(30) CC(C)C1=NOC(C(=O)N2CCC(N3CCC(C(=O)N4CCOCC4)CC3)CC2)C1 (configuration not stated)
(31) COc1ccc(OC)c(/C=N/OC(=O)Nc2ccc(Cl)cc2)c1
(32) O=C(CC1OC(=O)c2ccccc21)Nc1ccc(Cl)c(S(=O)(=O)N2CCCCC2)c1 (configuration not stated)
compound no.	25	26	27	28	29	30	31	32
Mtb UGM inh	0.4	.	-0.3	2.2	0.0	-4.2	-1.1	-0.6
BoNT-A LC inh2	-0.9	0.0	-0.8	0.7	-1.1	0.4	0.5	2.6
FadD28 FP inh	0.5	-4.5	-3.9	-1.3	-2.6	-0.2	-3.8	-7.2
BoNT-F LC inh	-5	1	6	-1	-4	5	-1	4
Anthrax LF inh2	-3	1	2	3	-13	-6	-4	-10
GDH-TPI inh	9	-7	7	0	-2	1	8	1
FBA Mtb inh	1	1	1	-1	1	-4	23	-1
BioA inh	.	-0.1	.	1.0	0.2	.	.	0.4
PfHsp40 yeast	12	.	0.4	-1.2	-0.4	2.1	1.7	0.1

(33) CCOC(=O)c1nc(Nc2cc(Cl)ccc2OC)c2ccccc2n1
(34) Cc1ccsc1/C=N/n1c(-c2ccccc2)n[nH]c1=S
(35) CSc1ccc(C(=O)C2CCCN(C(=O)Cc3nonc3C)C2)cc1 (configuration not stated)
(36) Cc1ccc(OCC(=O)OC2CCCN(C)C2)cc1 (configuration not stated)
(37) CCCOc1cccc(C(=O)NCCNC(=O)c2cnccn2)c1
(38) Cc1ccc(-c2nnn(CC(=O)NCCc3ccc4c(c3)OCO4)n2)cc1
(39) Cc1ccc(-c2csc(NNC(=O)c3ccccc3)n2)cc1
(40) COc1ccc(C[C@H]2CN3C(=NC[C@@H]3C(C)C)N2CCNC(=O)c2ccc(C)c(Br)c2)cc1
compound no.	33	34	35	36	37	38	39	40
Mtb UGM inh	-1.3	1.8	2.7	-1.3	-1.7	-2.0	0.2	-3.9
BoNT-A LC inh2	-0.2	0.1	0.5	-0.5	1.4	-1.5	-0.3	-1.0
FadD28 FP inh	-3.6	0.7	-3.2	0.3	0.3	-3.2	-1.7	-3.7
BoNT-F LC inh	-22	-7	1	-7	5	0	-7	-17
Anthrax LF inh2	8	0	0	2	-4	-4	0	1
GDH-TPI inh	20	5	4	10	1	0	0	8
FBA Mtb inh	1	5	1	1	5	-1	2	0
BioA inh	-0.6	.	5.8	.	.	-1.9	.	1.0
PfHsp40 yeast	.	1.8	-0.7	-2.1	-0.2	-1.3	-1.2	0.5

(41) Cc1ccc(S(N)(=O)=O)cc1NC(=O)c1ccc2c3c(cccc13)CC2
(42) NC(=O)NC(=O)C(Nc1ccc2c(c1)CCC2)c1ccccc1 (configuration not stated)
(43) COc1ccccc1N1CCN(C(=S)Nc2ccc(S(=O)(=O)N3CCOCC3)cc2)CC1
(44) O=C(COC(=O)c1ccc(Cl)c(S(=O)(=O)N2CCCCCC2)c1)NCc1ccccc1
(45) COc1ccccc1-n1cnnc1SCC(=O)N1CCN(C(=O)c2ccco2)CC1
(46) CCOC(=O)CC1=C(C(=O)OCC)C(c2ccc(OC)cc2OC)C(C#N)=C(N)O1 (configuration not stated)
(47) NC(=O)COC(=O)c1ccc(S(=O)(=O)N2CCCCCC2)cc1
(48) O=C(Nc1ccc2nc3n(c(=O)c2c1)CCCC3)c1ccc(Cl)nc1
compound no.	41	42	43	44	45	46	47	48
Mtb UGM inh	-1.3	3.7	-0.6	.	0.5	-0.9	-2.1	-1.9
BoNT-A LC inh2	.	-0.2	-1.0	-0.6	0.0	-0.7	-0.2	-0.3
FadD28 FP inh	-3.3	-1.4	1.6	-0.6	-3.0	-3.8	-3.8	-2.5
BoNT-F LC inh	.	-3	0	-10	0	-2	-9	6
Anthrax LF inh2	.	3	-2	-10	-2	-9	0	-4
GDH-TPI inh	29	2	1	7	-2	17	-2	8
FBA Mtb inh	-2	4	3	-1	-1	-1	3	-1
BioA inh	3.0	0.2	.	-1.2	.	-0.4	-1.2	12
PfHsp40 yeast	-0.4	-1.4	.	.	-0.6	0.5	-1.4	1.4

Whole records as entered above:
`Cc1cc(C)c(C#N)c(SCCS(=O)(=O)Cc2ccc(Cl)cc2)n1` is entered as Mtb UGM inh = 4.1; BoNT-A LC inh2 = -0.4; FadD28 FP inh = -0.5; BoNT-F LC inh = -7; Anthrax LF inh2 = -1; GDH-TPI inh = -4; FBA Mtb inh = 1; BioA inh = .; PfHsp40 yeast = -1.0
`CCN(CC)C(=O)Cn1cc(SCC(=O)NC2CCCC2)c2ccccc21` is entered as Mtb UGM inh = 0.0; BoNT-A LC inh2 = 0.1; FadD28 FP inh = 0.5; BoNT-F LC inh = -1; Anthrax LF inh2 = 1; GDH-TPI inh = 16; FBA Mtb inh = -1; BioA inh = .; PfHsp40 yeast = 0.6

Continued.
(49) CCOc1cc2c(cc1O)CCC1C2CCC2(C)C(O)CCC12 (configuration not stated)
(50) O=C(CCn1c2c(c3ccccc31)CCCC2)NNC(=O)c1ccccc1C(=O)O
(51) CCCN1CCc2c(sc(NC(=O)c3ccc(S(=O)(=O)N4CCN(C(=O)OCC)CC4)cc3)c2C(N)=O)C1
(52) Cc1ccc(S(=O)(=O)c2ccc(Cl)cc2)cc1S(=O)(=O)N1CCOCC1
(53) COC(=O)Cn1c(=O)c2c(nc(Br)n2CC(=O)OC)n(C)c1=O
(54) CCCCN1C(=O)c2ccc(C(=O)NCCN3C(=O)S/C(=C\c4cccnc4)C3=O)cc2C1=O
compound no.	49	50	51	52	53	54
Mtb UGM inh	.	-2.3	1.7	-0.2	-1.0	-0.3
BoNT-A LC inh2	0.2	-0.6	14	-1.5	3.1	1.6
FadD28 FP inh	-2.6	0.8	-2.2	-4.2	-1.4	-2.5
BoNT-F LC inh	5	-2	23	1	2	2
Anthrax LF inh2	1	-1	11	-8	-3	-1
GDH-TPI inh	5	8	12	10	2	10
FBA Mtb inh	2	1	-14	0	0	0
BioA inh	.	-2.2	-4.1	0.3	-1.9	.
PfHsp40 yeast	16	-0.5	2.2	3.3	0.2	-0.4

Entries listed so far with an aryl thioether with sulfur outside any ring:
(3) Nn1c(COc2ccccc2F)nnc1SCC(=O)NC1CC1
(8) CCN(CC)C(=O)Cn1cc(SCC(=O)NC2CCCC2)c2ccccc21
(12) CCOc1cccc(SCc2noc(C(=O)NCC3CCCO3)c2C(=O)O)c1 (configuration not stated)
(20) Cc1cc(C)c(C#N)c(SCCS(=O)(=O)Cc2ccc(Cl)cc2)n1
(35) CSc1ccc(C(=O)C2CCCN(C(=O)Cc3nonc3C)C2)cc1 (configuration not stated)
(45) COc1ccccc1-n1cnnc1SCC(=O)N1CCN(C(=O)c2ccco2)CC1
compound no.	3	8	12	20	35	45
Mtb UGM inh	.	0.0	2.1	4.1	2.7	0.5
BoNT-A LC inh2	1.6	0.1	-0.4	-0.4	0.5	0.0
FadD28 FP inh	0.1	0.5	-2.6	-0.5	-3.2	-3.0
BoNT-F LC inh	1	-1	2	-7	1	0
Anthrax LF inh2	0	1	0	-1	0	-2
GDH-TPI inh	4	16	14	-4	4	-2
FBA Mtb inh	5	-1	3	1	1	-1
BioA inh	0.0	.	0.1	.	5.8	.
PfHsp40 yeast	3.1	0.6	-0.8	-1.0	-0.7	-0.6
